aDG glyco act – alpha-DG glycosylation activation; hit rate 0.22% among 360,000; Pro5-aDG cells, alpha-DG glycosylation AlphaScreen (IIH6); 0% Pro5, 100% B10-LARGE cell signal; activation, % at 10 µM; AID 624168;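 active means activation of at least 8% versus controls, or a plate z-score of at least 8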;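 further: Pro5 are CHO cells carrying HIG-tagged alpha-DG that lacks glycosylation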
CF NFkB block – cystic fibrosis NF-kB activation inhibition. KKLEB NF-kB-GFP reporter, PAF-induced, GFP fluorescence overnight. inhibition, % at 5 µM. hit rate 0.86% among 360,000. AID 588850;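 active means at least 50% inhibition at 5 µM, scaled per plate between neutral and stimulator controls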;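 further: PAF is a Pseudomonas aeruginosa culture filtrate used as stimulus; plate controls were PAF-stimulated DMSO wells for no effect and unstimulated DMSO wells for full effect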
Peg3 prom inh – reduces Peg3 promoter-driven luciferase expression in HeLa; HeLa PEG-Prom luciferase reporter, luminescence, overnight; inhibition, % at 20 µM; hit rate 1.7% among 360,000;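 active means inhibition of at least 50% at 20 µM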
hiPSC survival – increases survival of single human iPS cells. hiPSC single-cell survival, ATPlite luminescence; 100% = ROCK inhibitor wells, 0% = DMSO. survival enhancement, % at 20 µM. hit rate 0.044% among 360,000. AID 602274; in the data active means survival enhancement above about 18%;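 further: cells exposed to compounds for 16 hours before the ATP read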
NR2E3 ag-1 – agonists of human NR2E3 nuclear receptor. hit rate 0.35% among 360,000. inhibition of corepressor binding, % at 3.98 µM. AID 602229. Q9Y5X4. CHO-S Gal4-NCOR/VP16-NR2E3 two-hybrid, luciferase;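 active means inhibition above the mean of all tested compounds plus 3 SD, cut at about 70% in these data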;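 further: 0% = DMSO with NR2E3 transfected cells and 100% = cells lacking NR2E3 construct; higher means lower luciferase signal from less NR2E3 corepressor binding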
Target sequence (Q9Y5X4 whole entry, looked up, the tested form may be a part): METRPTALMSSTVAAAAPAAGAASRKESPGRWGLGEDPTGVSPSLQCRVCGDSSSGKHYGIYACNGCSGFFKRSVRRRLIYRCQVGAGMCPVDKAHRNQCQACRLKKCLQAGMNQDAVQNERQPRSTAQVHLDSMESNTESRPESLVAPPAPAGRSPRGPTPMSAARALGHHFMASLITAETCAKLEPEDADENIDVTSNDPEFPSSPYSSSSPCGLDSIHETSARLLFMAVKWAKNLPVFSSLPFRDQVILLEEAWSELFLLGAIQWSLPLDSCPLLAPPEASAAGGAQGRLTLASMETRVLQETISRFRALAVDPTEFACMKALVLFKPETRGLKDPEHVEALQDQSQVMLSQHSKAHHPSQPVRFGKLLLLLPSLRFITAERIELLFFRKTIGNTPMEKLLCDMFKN
TWEAK-Fn14 inh – blocks TWEAK-Fn14 interaction in a reporter cell assay; TWEAK-stimulated Fn14 reporter cells, luciferase luminescence, 8 h; inhibition, % at 10 µM; hit rate 2% among 360,000; AID 1159606; in the data active means inhibition above about 50%
Shn3 3UTR inh – inhibitors of Schnurri-3 3'UTR reporter in osteoblasts | Clone20 osteoblast Shn3 3'UTR firefly luciferase, 24 h | inhibition, % at 12.5 µM | hit rate 0.52% among 360,000 | AID 588674;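 active means mean inhibition of at least 75% with every replicate also reaching 75%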;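 further: 0% = median of neutral control wells and 100% = pilot-screen positive control compound; some compounds past the cut are filed as inactive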
NR2E3 ag-2 – activates human photoreceptor nuclear receptor NR2E3 | Q9Y5X4 | GST-NR2E3/biotin-RetCOR TR-FRET, 1536-well | inhibition of corepressor binding, % at 4.78 µM | hit rate 0.12% among 320,000 | AID 2300;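 active means percent inhibition above the cutoff of mean plus 3 SD of all tested compounds, set per screening campaign, cut at about 20% in these data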;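 further: 0% = DMSO wells and 100% = biotin wells as full block of FRET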
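Assay system: NR2E3–RetCOR corepressor complex. Quantity: 1.35 nM GST-NR2E3. Buffer or medium: pH 7.5 Tris-based buffer. Reagent: biotinylated RetCOR corepressor at 7 nM final. Schedule: 5 h at 4 °C. Detection: TR-FRET, emission read at 617 and 671 nm. Replicates: one well per compound, singlicate testing.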
HIF-2a inh – HIF-2a inhibition | 786-0 RCC cells HIF-2a reporter, luciferase luminescence, overnight | hit rate 0.72% among 360,000 | AID 624352 | inhibition, % at 18.8 µM;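 active means inhibition of the luminescence signal of 40% or more relative to plate controls, in a single-dose primary screen at 18.75 µM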
KKLEB tox – CF airway cell cytotoxicity counter-screen; KKLEB CF airway cells viability, ATPlite luminescence, overnight; hits give low values; cells stimulated with P. aeruginosa culture filtrate; activity change (cytotoxicity), % at 5 µM; hit rate 0.36% among 360,000;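 active means corrected activity change at or below -50% at 5 µM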
MITF TRPM1 inh – inhibitors of MITF-driven TRPM1 promoter in melanoma cells; SK-MEL-5 TRPM1 promoter luciferase, 24 h; inhibition, % at 12.5 µM; hit rate 0.83% among 330,000;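 active means mean inhibition across replicates of 60% or more, whatever share of single replicates reaches that level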; further: values of inactives mirror those of a sister screen read the other way
The depositor's hits bear a star; / = not tested or not shown. Rows were taken by chance; about 4.4% have a hit in one of these screens.

Values run as follows: aDG glyco act | CF NFkB block | Peg3 prom inh | hiPSC survival | NR2E3 ag-1 | TWEAK-Fn14 inh | Shn3 3UTR inh | NR2E3 ag-2 | HIF-2a inh | KKLEB tox | MITF TRPM1 inh
CC1CCN(S(=O)(=O)N2CCC(C(=O)N3CCC(N(C)CC4CCCO4)CC3)CC2)CC1 (centres undefined)
→ -0.2 | -7.2 | -2.2 | -0.2 | -15.2 | -7.6 | -11.4 | 0.9 | -3.5 | 4.9 | /
O=c1oc(/C=C/c2ccc([N+](=O)[O-])s2)nc2ccccc12
→ 0.1 | -11.4 | 2.2 | -0.8 | -3.4 | -1.8 | 8.9 | 3.4 | 8.1 | -4.8 | 4.2
COc1ccc(C(Sc2ccccc2)c2ccccc2)cc1OC (centres undefined)
→ -0.2 | 9.5 | 1.9 | -1.0 | -4.7 | -10.9 | -40.4 | 5.2 | 13.9 | 8.0 | 4.5
NC(=O)CC(NC(=O)Cc1ccc(Br)cc1)c1ccc(NCCc2cccc(F)c2)c([N+](=O)[O-])c1 (centres undefined)
→ 0.2 | -0.6 | 29.6 | -3.5 | 3.0 | 8.5 | 5.8 | 2.6 | -1.3 | -7.7 | -1.2
O=S(=O)(/N=C(/c1ccc(Cl)cc1)N1CCOCC1)c1ccc(Cl)cc1
→ 2.5 | 11.8 | 2.3 | -1.2 | -15.6 | 1.6 | 8.0 | 1.7 | 5.4 | -1.2 | 9.5
COc1ccc(CNc2ccc(C)c(C)c2)cc1
→ -0.2 | 0.6 | -14.7 | -0.1 | -0.8 | 19.7 | -0.2 | -4.4 | -0.2 | 2.7 | -15.0
Cc1cccc(C)c1NC(=O)C(C)N1CCCC1 (centres undefined)
→ -0.1 | 9.8 | -1.9 | 1.0 | -43.0 | 17.9 | 4.5 | -3.0 | 12.5 | 5.1 | 6.5
N#Cc1cc(-c2ccccc2)nn1-c1ccccc1
→ -0.1 | -7.7 | -79.2 | -1.2 | -13.3 | -10.0 | -7.9 | -2.4 | -74.0 | 1.8 | -9.4
CCN(CC)CCN(C(=O)CCS(=O)(=O)c1ccccc1)c1nc2cc(C)cc(C)c2s1
→ 0.6 | 42.6 | 43.1 | -0.3 | -19.7 | 1.5 | 46.1 | 3.3 | 21.1 | -16.9 | 10.4
CC1CCCN(CC(O)COCC2COc3ccccc3O2)C1 (centres undefined)
→ -0.1 | -13.9 | 18.2 | -2.3 | -7.3 | -2.3 | -16.4 | -0.6 | 7.3 | -1.9 | -3.5
CCOC(=O)c1c(C)[nH]c(C(=O)OCC(O)=C(C#N)c2nc3ccccc3[nH]2)c1C
→ 0.3 | 4.2 | 17.9 | 1.5 | 3.8 | -7.8 | 72.8 | / | -21.8 | -11.9 | 1.3
O=C(CSc1nc2ccc(Nc3nc(N4CCOCC4)nc(N4CCOCC4)n3)cc2s1)Nc1ccccc1F
→ -0.4 | 43.3 | 36.3 | 1.3 | -19.3 | -15.9 | 71.0 | / | 4.8 | -43.1 | 55.3
O=C(NCCC1CCCCN1S(=O)(=O)c1ccc(F)cc1)C(=O)NC1CC1 (centres undefined)
→ -0.1 | 12.0 | 24.4 | -0.4 | -8.5 | 14.7 | -4.8 | -0.1 | 18.9 | 5.7 | 7.7
COc1cc(CNC23CC4CC(CC(C4)C2)C3)ccc1OCc1ccccc1
→ 2.3 | 9.1 | 4.5 | -2.7 | 6.2 | -10.6 | 15.0 | 2.2 | 0.8 | 2.9 | -73.5
CS(=O)(=O)C1=NN2C(=N)/C(=C\c3ccc(OCCOc4ccccc4)cc3)C(=O)N=C2S1
→ 0.3 | 21.1 | -81.4 | 0.4 | -37.1 | 1.0 | -15.1 | -1.0 | 8.1 | 2.8 | -38.4

In the list so far, these have a carbonyl joined to an NH by a bond outside any ring.
Values run as follows: aDG glyco act | CF NFkB block | Peg3 prom inh | hiPSC survival | NR2E3 ag-1 | TWEAK-Fn14 inh | Shn3 3UTR inh | NR2E3 ag-2 | HIF-2a inh | KKLEB tox | MITF TRPM1 inh
NC(=O)CC(NC(=O)Cc1ccc(Br)cc1)c1ccc(NCCc2cccc(F)c2)c([N+](=O)[O-])c1 (centres undefined)
→ 0.2 | -0.6 | 29.6 | -3.5 | 3.0 | 8.5 | 5.8 | 2.6 | -1.3 | -7.7 | -1.2
Cc1cccc(C)c1NC(=O)C(C)N1CCCC1 (centres undefined)
→ -0.1 | 9.8 | -1.9 | 1.0 | -43.0 | 17.9 | 4.5 | -3.0 | 12.5 | 5.1 | 6.5
O=C(CSc1nc2ccc(Nc3nc(N4CCOCC4)nc(N4CCOCC4)n3)cc2s1)Nc1ccccc1F
→ -0.4 | 43.3 | 36.3 | 1.3 | -19.3 | -15.9 | 71.0 | / | 4.8 | -43.1 | 55.3
O=C(NCCC1CCCCN1S(=O)(=O)c1ccc(F)cc1)C(=O)NC1CC1 (centres undefined)
→ -0.1 | 12.0 | 24.4 | -0.4 | -8.5 | 14.7 | -4.8 | -0.1 | 18.9 | 5.7 | 7.7

Next compounds follow.
structure	aDG glyco act	CF NFkB block	Peg3 prom inh	hiPSC survival	NR2E3 ag-1	TWEAK-Fn14 inh	Shn3 3UTR inh	NR2E3 ag-2	HIF-2a inh	KKLEB tox	MITF TRPM1 inh
COc1ccccc1NC(=O)Nc1nnc(Cc2ccc(F)cc2)s1	-0.1	10.0	18.4	-0.3	22.5	-26.6	25.1	4.7	-0.5	-21.1	-20.1
CC1=NN(C(=O)c2csc(C(C)C)c2)C(O)(C(F)(F)F)C1 (centres undefined)	0.2	7.6	-7.4	-0.1	-23.4	11.2	-17.9	-3.1	5.0	0.1	-4.9
COc1ccc(CC(=O)NC(CC(=O)O)c2cccc([N+](=O)[O-])c2)cc1 (centres undefined)	0.1	5.9	6.7	-1.3	-3.7	20.5	-60.8	5.1	3.6	6.5	0.9
COc1cccc(NC(=O)CN(C)C(=O)/C=C/c2cn(-c3ccccc3)nc2-c2cccs2)c1	-0.1	-26.1	42.9	-0.5	14.9	39.8	-8.6	/	-14.8	8.2	-3.4
COCCCNC(=O)CCCN1C(=O)c2cccnc2Sc2ccccc21	0.0	5.0	12.5	-0.1	11.6	-1.5	4.2	2.4	19.4	3.3	4.5
